NPR2 activator: human GC-B receptor activators, primary screen, HEK293 GC-B cells, cGMP TR-FRET, EC30 CNP; Atrial natriuretic peptide receptor 2 (Homo sapiens), P20594; 0% at EC30 CNP, 100% saturating CNP; activation, % at 10 µM; hit rate 0.11% among 370,000;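 active = activation at 10 µM reaching about 35% in either raw or pattern-adjusted values, limit read from the data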
ADAM10 inh: human ADAM10 inhibitors, primary screen, biochemical, QFRET, HTS. Disintegrin and metalloproteinase domain-containing protein 10 (Homo sapiens), O14672. recombinant ADAM10, EDANS/DABCYL FRET peptide cleavage, 3 h. inhibition, % at 7 µM. hit rate 0.62% among 370,000. AID 720582, 2013;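 active = inhibition above a per-campaign cutoff equal to the mean of compounds falling between control-based bounds plus 3 SD, cut at about 20% in these data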;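 also: 0% = DMSO wells while the 100% control is not disclosed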
Target sequence (O14672 214-748 limits assumed): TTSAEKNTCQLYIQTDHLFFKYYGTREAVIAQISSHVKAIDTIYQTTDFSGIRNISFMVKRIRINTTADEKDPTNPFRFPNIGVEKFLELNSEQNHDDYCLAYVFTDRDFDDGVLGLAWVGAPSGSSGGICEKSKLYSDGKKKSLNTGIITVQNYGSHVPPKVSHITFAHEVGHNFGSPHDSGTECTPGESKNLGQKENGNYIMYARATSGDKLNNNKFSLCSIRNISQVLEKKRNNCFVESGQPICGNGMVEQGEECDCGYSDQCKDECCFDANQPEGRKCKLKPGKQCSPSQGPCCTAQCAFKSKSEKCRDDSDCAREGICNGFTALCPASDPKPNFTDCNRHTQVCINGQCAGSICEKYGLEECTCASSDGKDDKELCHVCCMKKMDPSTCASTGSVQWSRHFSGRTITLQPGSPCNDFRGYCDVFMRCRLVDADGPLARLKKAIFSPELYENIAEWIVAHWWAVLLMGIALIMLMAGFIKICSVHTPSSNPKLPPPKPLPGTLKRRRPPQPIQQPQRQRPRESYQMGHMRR
hgDAF12 agonist: H. glycines DAF-12 receptor agonists, primary screen, cell-based, luminescence, HEK293, GAL4 fusion, UAS-luciferase; activation, % at 6.8 µM; HEK293 GAL4-hgDAF12 UAS-luciferase reporter, agonist luminescence; normalized to butyrate control; hit rate 1.8% among 370,000;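 active = activation above a cutoff set at the mean of all screened compounds plus 3 SD, cut at about 10% in these data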;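 also: 0% = DMSO wells and 100% = sodium butyrate wells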
ssDAF-12 act: S. stercoralis DAF-12 nuclear receptor activators, primary screen, cell-based, luminescence, HEK293, GRIP1 co-expression, lit1-tk-luc. activation, % at 6.8 µM. hit rate 1% among 370,000. HEK293 ssDAF-12/GRIP1 lit1-tk-luc reporter; % of 3 µM dafachronic acid response. Nuclear hormone receptor DAF-12 (Strongyloides stercoralis);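 active = activation above the mean over all tested compounds plus 3 SD, cut at about 0.9% in these data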;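 also: 0% = DMSO-only wells and 100% = 3 µM delta7-dafachronic acid wells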
DAX1 inh-1: DAX1 (NR0B1) inhibitors, primary screen, cell-based, HEK293, Gal4-DAX1, luciferase luminescence | HEK293 Gal4-DAX1 luciferase reporter | inhibition, % at 6.75 µM | hit rate 0.99% among 340,000 | AID 504766, 2011;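 active = inhibition above the mean over all tested compounds plus 3 SD, cut at about 4.2% in these data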;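 also: 0% = DAX1-transfected cells with DMSO and 100% = empty-vector control cells with DMSO; inhibition shows as a rise in luminescence from relieved DAX1 repression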
HGIII-sPLA2 inh: human group III sPLA2 inhibitors, primary screen, biochemical, QFRET, BODIPY PC-A2 liposome substrate | Group 3 secretory phospholipase A2 (Homo sapiens), Q9NZ20 | QFRET BODIPY PC-A2 liposome hydrolysis, fluorescence | inhibition, % at 12.2 µM | hit rate 0.56% among 370,000 | AID 743126, 2013;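 active = inhibition above mean plus 3 SD of compounds lying within the high and low control bounds, cut at about 19% in these data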;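 also: 0% = median of test compound wells and 100% = no enzyme DMSO wells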
Target sequence (Q9NZ20 whole entry, looked up): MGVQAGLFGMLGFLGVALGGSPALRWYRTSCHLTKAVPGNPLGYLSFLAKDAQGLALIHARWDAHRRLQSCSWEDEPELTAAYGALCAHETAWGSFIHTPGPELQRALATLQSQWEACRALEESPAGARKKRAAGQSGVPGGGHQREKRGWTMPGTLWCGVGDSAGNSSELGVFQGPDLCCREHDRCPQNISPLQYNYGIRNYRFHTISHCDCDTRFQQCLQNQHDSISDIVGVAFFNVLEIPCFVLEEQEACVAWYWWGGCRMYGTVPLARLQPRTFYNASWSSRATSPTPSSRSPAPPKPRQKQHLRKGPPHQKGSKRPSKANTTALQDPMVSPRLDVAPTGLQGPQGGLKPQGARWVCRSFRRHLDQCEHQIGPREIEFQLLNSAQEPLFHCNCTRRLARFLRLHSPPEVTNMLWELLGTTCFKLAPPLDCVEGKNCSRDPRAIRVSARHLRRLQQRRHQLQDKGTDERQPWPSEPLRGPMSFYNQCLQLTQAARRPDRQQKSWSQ
NPR1 activator: GC-A stimulated cGMP production enhancers – HEK293 GC-A cells, cGMP TR-FRET, EC30 ANP, primary screen; Atrial natriuretic peptide receptor 1 (Homo sapiens), P16066; 0% at EC30 ANP, 100% saturating ANP; activation, % at 10 µM; hit rate 0.14% among 370,000; in the data active = activation above about 40%
hcDAF12 agonist: H. contortus DAF-12 nuclear receptor activators, primary screen, cell-based, luminescence, HEK293, lit1-tk-luc reporter; HEK293 hcDAF-12 lit1-tk-luc reporter; 0% DMSO, 100% Δ7-dafachronic acid; activation, % at 6.8 µM; hit rate 1.4% among 370,000;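 active = activation above the mean of all tested compounds plus 3 SD, cut at about 5.5% in these data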;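 also: 100% = response to 3 µM Δ7-dafachronic acid high control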
SMARCA2 act: SMARCA2 (BRM) function activators, primary screen, cell-based, luminescence, high throughput. AID 652017, 2013. activation, % at 9.1 µM. hit rate 1% among 370,000. MG213 cells, MMTV-luciferase reporter, dexamethasone, overnight; in the data active = activation above about 7.8%;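 also: 0% = vehicle wells and 100% = reference activator wells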
DAX1 inh-2: DAX1 (NR0B1) inhibitors on StAR promoter, primary screen, cell-based, luminescence, SF-1 (NR5A1), full-length DAX-1. HEK293T StAR-luciferase reporter, SF-1/DAX-1 repression relief. inhibition, % at 6.8 µM. hit rate 1.1% among 370,000. AID 652010, 2013;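 active = inhibition above the mean over all tested compounds plus 3 SD, cut at about 3.6% in these data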;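 also: 0% = DAX-1 cells with DMSO and 100% = cells lacking DAX-1 with DMSO; higher inhibition means more luminescence from relief of DAX-1 repression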
GAA850 FXN act: FXN promoter activators, primary screen, cell-based, luciferase luminescence, HEK293 lucGAA850. HEK293 lucGAA850 FXN promoter luciferase reporter, 24 h; percent of 10 µM SAHA response. activation, % at 6 µM. hit rate 0.56% among 360,000;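 active = activation above the average of all compounds screened plus 3 SD, cutoff fixed separately per campaign, cut at about 7.5% in these data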;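 also: 0% = DMSO wells and 100% = 10 µM SAHA wells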
* hit, by the source's call; x = not tested or not shown.

SMILES	NPR2 activator	ADAM10 inh	hgDAF12 agonist	ssDAF-12 act	DAX1 inh-1	HGIII-sPLA2 inh	NPR1 activator	hcDAF12 agonist	SMARCA2 act	DAX1 inh-2	GAA850 FXN act
CCC(=O)N(Cc1cc(=O)[nH]c2ccccc12)c1ccccc1	3	-2	-0.3	-0.3	-0.7	-1	-1	1.5	0	0.4	2.3
O=C1c2ccccc2/C(=C\c2ccc3[nH]ccc3c2)N1c1ccccc1	5	-53	0.3	-0.9	-1.4	-7	-1	-0.7	4	-1.1	-4.4
Nc1nc(SCc2ccccc2Cl)c2ncn(C3OC(CO)C(O)C3O)c2n1 (centres undefined)	1	-10	-1.7	-1.3	-2.9	5	6	-1.6	-3	-0.5	0.2
Cc1ccc(CNC(=O)COC(=O)c2cccc(S(=O)(=O)N3CCCCC3)c2)cc1	0	-6	2.0	-1.3	-0.9	-12	-3	0.7	-2	-2.0	-0.3
O=C(Nc1ccc(C(=O)NCc2ccc(F)cc2)cc1)C1=CSCCO1	0	-7	3.0	-0.5	0.2	2	5	-2.7	0	0.2	2.8
O=S(=O)(c1ccc(OCC(O)CN2CCN(c3ccc(F)cc3)CC2)cc1)N1CCOCC1 (centres undefined)	3	5	-1.4	-1.8	0.0	1	-3	-2.4	-2	0.0	1.7
O=C(O)CCC1COc2ccccc2O1 (centres undefined)	2	3	-0.3	-1.7	1.3	8	3	-0.8	-2	0.1	-2.4
O=C(Cn1cccc(C(F)(F)F)c1=O)c1ccc(Cl)cc1	-2	0	1.8	-1.5	2.5	-13	5	-1.2	-2	0.0	2.0
CCc1ccc(CN(C)C(=O)c2cccc(S(=O)(=O)Nc3ccccc3OC)c2)cc1	0	0	-2.6	-1.1	0.6	-27	-4	-2.7	-3	-2.8	-1.8
COC(=O)Cn1c(=NC(=O)c2ccc(OC)c(OC)c2)sc2cc(OC)ccc21	12	-104	5.5	-1.9	-1.1	-1	36	-2.5	0	-0.3	-0.3
O=C(O)c1ccccc1-c1nc2ccccc2[nH]1	0	-6	2.8	0.0	-0.7	-1	-1	-0.3	4	0.6	3.0
COC(=O)Nc1ccc(S(=O)(=O)N2CCCC(C(=O)N3CCCCCC3)C2)cc1 (centres undefined)	5	7	0.8	0.2	1.2	-4	1	2.9	1	-0.4	-0.3
O=C(COC(=O)C1CC2C=CC1C2)NCc1ccco1 (centres undefined)	0	-2	0.3	-1.3	1.2	-4	-1	-1.5	0	0.5	1.0
CCC(=O)N(CCC(c1ccco1)C(C)C)Cc1ccccc1 (centres undefined)	-8	4	-0.9	-1.4	1.3	-27	-6	-1.4	-2	-0.2	0.5
Cc1nn(C(C)C(=O)O)c(C)c1[N+](=O)[O-] (centres undefined)	-1	-4	1.1	-0.6	-0.1	2	1	-1.8	-2	-0.4	-0.1
O=C1NC[C@@H](CCCCN2C[C@H](Cc3ccccc3)N(Cc3ccccc3)C(=O)C2=O)N(CC2CCCCC2)C1=O	1	-4	-1.9	-1.1	x	-11	3	0.1	0	1.5	x
COc1ccc(-c2cnc3c(NC=O)cc(-c4ccc(C(=O)N5CCOCC5)cc4)cn23)cc1OC	22	-8	0.8	-1.4	x	5	14	-2.2	12*	0.3	-2.3
CCOC(=O)[C@@]12CCCC=C1N(CCc1ccc(Cl)cc1)C(=O)[C@H]2CC(=O)N1CCN(C(=O)c2ccco2)CC1	-1	-6	-0.8	-1.7	x	2	2	-2.6	-3	-1.5	x
COc1cc(S(=O)(=O)N2CCOCC2)cc(C(=O)NCC(c2cccs2)N2CCOCC2)c1OC (centres undefined)	1	-27	-0.7	-0.9	0.1	9	1	1.3	-1	0.1	0.2
CCN(CC)c1ncnc2c1ncn2[C@H]1CN(Cc2cccnc2)C[C@@H](CO)O1	-1	-3	2.6	-0.8	x	3	3	-0.5	0	0.1	2.4
Cc1ccc(CCNC(=O)C2CCCN(S(=O)(=O)N3CC(C)CC(C)C3)C2)cc1 (centres undefined)	2	3	2.4	-0.8	-0.5	7	-1	0.3	5	0.6	0.9
COC(=O)c1cc(C#N)c(NCc2ccc(Cl)cc2Cl)nc1C	-4	4	0.2	-0.6	1.3	-3	17	-1.1	5	0.4	-1.1
O=C(Oc1cccc2ccccc12)C1CC1	4	12	-0.6	-1.4	1.1	1	-2	0.2	2	-0.5	1.1
Cc1nc2cc(N3CCCCC3)c(NC(=O)c3cccnc3)cc2c(=O)n1Cc1ccccc1	6	-8	-4.0	-1.3	-2.1	-6	6	-1.4	-3	-2.0	1.3
Cn1ccnc1SCC(=O)c1cc2ccccc2o1	-2	-6	3.3	0.5	0.9	-3	-2	3.8	4	0.6	2.9

Overlap with the part before: three entries, followed by the next part.
SMILES	NPR2 activator	ADAM10 inh	hgDAF12 agonist	ssDAF-12 act	DAX1 inh-1	HGIII-sPLA2 inh	NPR1 activator	hcDAF12 agonist	SMARCA2 act	DAX1 inh-2	GAA850 FXN act
O=C(Oc1cccc2ccccc12)C1CC1	4	12	-0.6	-1.4	1.1	1	-2	0.2	2	-0.5	1.1
Cc1nc2cc(N3CCCCC3)c(NC(=O)c3cccnc3)cc2c(=O)n1Cc1ccccc1	6	-8	-4.0	-1.3	-2.1	-6	6	-1.4	-3	-2.0	1.3
Cn1ccnc1SCC(=O)c1cc2ccccc2o1	-2	-6	3.3	0.5	0.9	-3	-2	3.8	4	0.6	2.9
COc1ccc(-c2ccc(CCC(=O)O)n2NC(N)=O)cc1	6	-95	-0.6	-1.2	0.6	8	0	0.0	-2	0.1	-1.6
O=[N+]([O-])c1ccc(N2CCCCC2)cc1SCCO	-1	-1	-1.5	-1.7	0.6	-4	3	-1.4	5	0.1	-0.3
O=C1C(=O)C(c2ccccc2)C(=O)C1c1ccccc1 (centres undefined)	5	-33	2.4	-1.1	-0.1	-24	3	0.7	-2	0.4	-0.6
COCCn1c(C)cc(C(=O)CN2C(=O)C(=O)N(CCC3=CCCCC3)C2=O)c1C	-4	1	2.5	-1.0	0.8	-4	3	0.4	2	0.2	-1.1
COc1cc2c(cc1OC)C(c1cccc([N+](=O)[O-])c1)N(C(=O)c1ccccc1C(=O)O)CC2 (centres undefined)	-2	-9	-2.6	-1.8	0.6	8	-5	0.3	-2	-0.3	2.6
COc1ccc(-c2nnn(CCC(=O)O)n2)cc1	1	2	-0.6	-1.5	0.7	3	1	-1.5	-3	-0.2	0.1
CCc1ccc(-c2cc3c(=O)n(CC(=O)NCCN4CCCCC4C)nc(C)n3n2)cc1 (centres undefined)	-4	4	4.3	-1.0	0.3	-5	6	4.8	4	0.7	-1.3
O=[N+]([O-])c1ccc(N2CCN(c3ccccc3F)CC2)nc1	0	-5	-3.4	-0.3	-0.6	18	0	-1.0	1	0.2	0.2
O=C(/C(C=Nc1ccc(Br)cc1)=C(/O)c1ccco1)C(F)(F)F	-5	-11	19*	0.2	-0.1	-9	3	5.3	7	5.3*	1.2
COC(=O)c1c(C)cccc1C1CN=NC12Cc1ccccc1C2=O (centres undefined)	-5	-11	-2.4	-0.6	-1.6	8	-16	1.9	-4	0.3	1.1
CCOc1cc(NC(=S)N2CCC(C(N)=O)CC2)c(C(=O)OC)cc1OCC	4	-4	0.7	-1.3	0.5	4	-1	0.3	-2	-0.7	2.3
COC(=O)CC1Oc2ccccc2N(Cc2ccccc2)C1=O (centres undefined)	-2	-11	0.4	-0.9	-1.2	1	-5	-3.1	-1	-0.3	1.0
C[C@H](CO)N1C[C@H](C)[C@@H](CN(C)Cc2ccccc2C(=O)O)OCc2cnnn2CCCC1=O	2	-4	2.7	-1.1	1.1	3	1	0.3	-2	-0.8	0.8
CC(C)CN1C(=O)/C(=C/c2ccco2)NC1=S	1	-16	1.1	-1.7	2.2	8	7	-0.6	-1	-0.2	-4.6
CCCCCC1CC(CC#CCN2CCOCC2)C(=O)O1 (centres undefined)	4	3	-0.2	-1.4	0.4	4	4	0.6	-3	0.7	-0.9
O=C(NNC(=O)c1ccccc1O)c1cccc(Br)c1	4	-7	7.2	-0.9	2.0	-3	2	0.9	3	0.8	2.7
CC(=O)c1c(N2CCN(C)CC2)nc(=S)n(Cc2ccccc2)c1C	7	-2	-2.3	-0.5	0.8	-4	-6	-2.5	-1	1.2	2.5
CCc1cc(=O)oc2c(C)c(OCC(=O)NCCN3CCOCC3)ccc12	-1	-91	1.6	-0.9	1.0	2	-2	4.6	6	-3.7	0.2
COC(=O)[C@@]12C[C@@H](CC(=O)N3CCCCC3)C(=O)N(Cc3ccc4c(c3)OCO4)C1=CCC(C)(C)C2	-1	-1	-0.4	-0.5	x	-1	-1	-1.9	-2	-0.2	x
COc1cccc(NC(=O)CN(C)C(=O)c2ccc(COc3ccccc3)cc2)c1	-1	1	3.9	-0.9	-1.7	-18	5	-0.5	-1	-1.9	2.2
C=C(C1=CCN(S(=O)C(C)(C)C)[C@H]1CCO)c1ccccc1 (some centres undefined)	0	-13	-1.3	-0.7	0.9	3	1	-0.1	-2	0.0	-2.1
CC(=O)CSc1cc(C)nc2c(-c3ccccc3)c(C)nn12	-6	-1	2.1	-1.2	-0.7	-24	-4	-1.0	-1	0.8	0.4
CC(=NCc1cccnc1)C1=C(O)c2ccccc2C1=O	-7	3	-2.2	-1.2	0.2	13	5	-0.8	-4	-0.3	2.4
COCCNC(=O)C1(C)CCN(C(=O)Cc2ccc(OC)c(OC)c2)C1 (centres undefined)	0	-3	-2.8	-1.4	x	-3	-1	-0.6	1	-0.3	1.1
COc1ccc(CNC(=O)/C=C/c2cc([N+](=O)[O-])ccc2OC(F)F)cc1OC	26	-3	-1.0	-1.9	-0.5	0	20	-1.8	-2	-1.1	2.7
CC(C)CCNC(=O)CN(Cc1ccco1)C(=O)c1snc(C(N)=O)c1N	-5	-132	0.0	-1.2	-0.7	4	-1	0.1	5	-0.3	2.3
Cc1[nH]nc(SCC(=O)NCc2ccc(Cl)cc2)c1[N+](=O)[O-]	-6	3	-0.3	-1.6	1.9	-30	-4	-2.8	-1	0.4	0.3
CCNS(=O)(=O)c1ccc(CCC(=O)N2CCN(C(=O)OCC)CC2)cc1	3	-2	0.7	-1.7	0.6	4	1	1.3	-3	-0.3	0.5

Screening data: PubChem BioAssay, several laboratories
